# Screening results (PubChem BioAssay)
# Coupling enz = coupling enzyme interference in Giardia aldolase counter-screen; coupling enzyme system counterscreen, AmpLite Red fluorescence; activity change, negative = inhibition, % at 58.2 µM, hits read low; 290,000 compounds, 0.67% hits; in the data active = activity change below about -30%; note: % is set by controls: 0 for no effect and ±100 for the full control effect
#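 Counterscreen lacking aldolase: glyceraldehyde-3-phosphate coupling-enzyme reagent preincubated 10 min at RT with compound (at 57.5 uM final), then substrate/coupling system with AmpLite Red added; fluorescence read at 525/598 nm after 20 min RT.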
# A-T KAP1 phos = candidate therapy for ataxia-telangiectasia; Potency, µM (titrated, usually from 57.5 µM), inactives show at the highest dose activation, most hits filed as activators; 320,000 compounds, 0.19% hits; […] A-T fibroblasts, KAP-1 phosphorylation AlphaLISA; neocarzinostatin DNA damage 30 min before lysis; AID 485349; note: potency is the fitted concentration of half-maximal effect; % of control where 0% means no effect; nearly all actives have a fitted effect of over 45% in size
#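 hTERT-immortalized A-T patient fibroblasts ([…]), 500 cells/well in OPTI-MEM, 1% FBS, got compounds for 60 min, then NCS for 30 min at 37C. Lysates were then assayed for phospho-KAP-1 by AlphaLISA (anti-pKAP1 donor, anti-KAP1 acceptor beads), 6 hr at 25C.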
# GALK inhibitor = galactokinase (human) inhibition. 270,000 compounds, 0.007% hits. Purified GALK, Kinase-Glo residual ATP luminescence. P51570. Potency, µM (series often up to 57.5 µM), without a hit: top-dose activity change, negative = inhibition, actives largely listed as inhibitors; note: potency is the fitted concentration of half-maximal effect; % is set by controls: 0 for no effect and ±100 for the full control effect
#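 Luminescence from leftover ATP (Ultra-Glo luciferase/luciferin) served as read-out after a 1 h room-temperature reaction of 5 nM GALK with 35 uM ATP and 100 uM galactose.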
# Integrin act MD = integrin-mediated muscular dystrophy alleviation activation | alpha7betagal myoblasts, beta-gal FDG fluorescence, 48 h | 350,000 compounds, 0.064% hits | Potency, µM (titrated, usually from 38.3 µM), inactives show at the highest dose activation, hits mostly activators | AID 624291;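 note: potency is the fitted concentration of half-maximal effect; 100% = response of the positive control SU9516; nearly all actives have a fitted effect of over 60% in size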
#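 Alpha7betagal+/- myoblasts (passage 13) were plated 16-24 hr, then exposed to compounds (1:260 dilution of DMSO stock) for 48 hours at 37C. After MPER lysis, β-galactosidase reporter activity was read as FDG fluorescence (ex 480/em 540) after 30 minutes.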
# ASM inhibitor = blocks human secretory acid sphingomyelinase. 340,000 compounds, 0.006% hits. Potency, µM (top dose mostly 57.5 µM), without a hit: top-dose activity change, negative = inhibition, hits mostly inhibitors. placental ASM, HMU-PC fluorogenic substrate, 60 min. AID 504937. P17405; note: potency is the fitted concentration of half-maximal effect
# Target sequence (P17405 47-631 limits assumed): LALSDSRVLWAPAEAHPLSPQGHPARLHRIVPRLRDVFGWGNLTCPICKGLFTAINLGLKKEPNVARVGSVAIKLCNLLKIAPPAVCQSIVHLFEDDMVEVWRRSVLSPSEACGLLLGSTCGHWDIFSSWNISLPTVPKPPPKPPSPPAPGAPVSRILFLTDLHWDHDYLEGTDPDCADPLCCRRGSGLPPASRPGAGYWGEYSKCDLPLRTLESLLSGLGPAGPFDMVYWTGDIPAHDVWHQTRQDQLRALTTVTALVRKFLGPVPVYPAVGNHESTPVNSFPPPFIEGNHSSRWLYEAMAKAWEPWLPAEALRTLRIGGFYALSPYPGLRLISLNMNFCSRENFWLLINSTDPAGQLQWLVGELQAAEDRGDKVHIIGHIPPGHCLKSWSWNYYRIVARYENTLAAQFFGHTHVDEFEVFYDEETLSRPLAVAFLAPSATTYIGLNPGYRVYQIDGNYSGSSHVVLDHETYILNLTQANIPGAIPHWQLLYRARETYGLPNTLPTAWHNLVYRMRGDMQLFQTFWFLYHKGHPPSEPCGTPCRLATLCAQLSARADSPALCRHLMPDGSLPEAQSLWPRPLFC
#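 Fluorescence read-out (Ex 386 nm, Em 447 nm) after stopping the reaction at pH 10. Enzyme: ASM from human placenta; substrate HMU-PC0, 9 uM final; 60 min, 37 °C. Compound preincubation 10 min, ambient temperature.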
# KCNH2 3.1 inh = KCNH2 3.1 (human) potassium channel inhibition | U2OS KCNH2 3.1, thallium flux FluxOr; active compounds read low | activity change, % (tested at about 1.8 µM) | 340,000 compounds, 0.95% hits;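 active = maximum activity change below -70%; inconclusive = maximum activity change from -70% to -50%; inactive = maximum activity change above -50%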;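 note: thallium influx rate constant from kinetic fluorescence after stimulation buffer; % is set by controls: 0 for no effect and ±100 for the full control effect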
#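 Channel expression came from 3.1 mutant virus (1.77 x 10^8 /mL) applied to suspended U2OS cells for 4 h. Flux was tracked with FluxOr dye plus Red40 quencher, and kinetic rate constants normalized to controls.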
# CXXC DNA block = MLL CXXC-DNA interaction inhibition | MLL-CXXC / FITC-HOXA9 DNA fluorescence polarization | Potency, µM (titrated, usually from 115 µM), for the others: at the top dose activity change, negative = inhibition, hits mostly inhibitors | 290,000 compounds, 0.037% hits | AID 2662; active = well fitted inhibition curve with a large enough effect in the polarisation, with a control signal flat, not every such curve was filed as active; inconclusive = small, poorly fitted or top-dose-only effect, or effect the other way, or a change in a side signal; inactive = no such curve, though single readings can be large or run the other way; the % refers to the polarisation; note: potency is the fitted concentration of half-maximal effect
#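 Purified MLL-CXXC (added from a 7 uM solution) was preincubated 5 min at ambient with pinned compounds in 50 mM Tris-HCl pH 7.5, 50 mM NaCl, 1 mM DTT, 0.05% BSA. Fluorescein-labeled HOX-A9 DNA (50 nM solution) followed, 30 min, then polarization read.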
# MBNL1-CUG inh = blocks human MBNL1 binding to CUG repeat RNA; Q9NR56; TR-FRET MBNL1-His/biotin-(CUG)12 binding, 665/545 ratio; Potency, µM (titrated, usually from 57.5 µM), for inactives: at the highest dose activity change, negative = inhibition, most hits filed as inhibitors; 280,000 compounds, 0.036% hits; active = well fitted inhibition curve with a large enough effect in the signal ratio, with a control signal flat, not every such curve was filed as active; inconclusive = small, poorly fitted or top-dose-only effect, or effect the other way, or a change in a side signal; inactive = no such curve, though single readings can be large or run the other way; the % refers to the signal ratio; note: potency is the fitted concentration of half-maximal effect; % is set by controls: 0 for no effect and ±100 for the full control effect
# Target sequence (Q9NR56 whole entry, looked up): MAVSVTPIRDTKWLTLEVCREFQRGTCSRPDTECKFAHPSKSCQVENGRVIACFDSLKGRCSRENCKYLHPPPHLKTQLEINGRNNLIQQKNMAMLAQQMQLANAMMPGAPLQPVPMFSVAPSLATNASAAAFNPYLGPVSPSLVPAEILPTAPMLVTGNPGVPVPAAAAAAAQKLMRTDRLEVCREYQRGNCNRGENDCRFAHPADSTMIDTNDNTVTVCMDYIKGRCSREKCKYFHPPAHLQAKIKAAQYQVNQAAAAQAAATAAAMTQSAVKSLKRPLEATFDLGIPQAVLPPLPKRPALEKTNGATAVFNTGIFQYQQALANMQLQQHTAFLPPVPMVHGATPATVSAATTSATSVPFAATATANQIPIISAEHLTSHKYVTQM
#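 Compound titration spanned 92 nM–58 uM against the MBNL1-His/biotin-(CUG)12 complex. After 60 min at room temperature with 5 nM streptavidin-XL665 and 0.055 ng/ul terbium anti-His, ratiometric 665/545 nm emission (Ex 340 nm) normalized to controls.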
# KCNH2 WT inh = inhibitors of human wildtype KCNH2 potassium channel. AID 720551. U2OS, BacMam KCNH2, thallium flux FluxOr; active compounds read low. 340,000 compounds, 0.37% hits. activity change, % at 1.84 µM;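 active = maximum activity change below -70%; inconclusive = maximum activity change between -70% and -50%; inactive = maximum activity change above -50%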; note: % is set by controls: 0 for no effect and ±100 for the full control effect
#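 U2OS cells were transduced with wild-type KCNH2 virus (2.03 x 10^8 / mL) for 4 h at room temperature, then cultured overnight at 37 C. Thallium flux was read with FluxOr dye. Rate constants were normalized to DMSO controls.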
# TRPV1 ag = human TRPV1 agonism | TRPV1-expressing cells, Fluo-8 calcium influx, agonist mode | Q8NER1 | 320,000 compounds, 0.19% hits | activation, % at 8.33 µM; in the data active = activation above about 80%; inconclusive = between about 30% and that limit; note: 0% is about no effect
#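 TRPV1-expressing cells were cultured overnight at 35.5C and loaded with Fluo-8 calcium dye for 40 to 90 min at room temperature. After a 10 s baseline, compound was added and calcium influx was read kinetically for 3 min (ex 480/em 520 nm).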
# Active calls of the source: *; ? = inconclusive; · = not tested or not shown; & = joins results of further samples; [ ] = another dose, or the depositor's remark. Unless noted, calls come from the whole dose curve; as a rule, active = well fitted curve in the direction sought with a large enough effect; inconclusive = small, poorly fitted or top-dose-only effect, or another doubt; inactive = no such curve, though single readings can be large; an effect the other way counts as inactive or inconclusive.
SMILES,Coupling enz,A-T KAP1 phos,GALK inhibitor,Integrin act MD,ASM inhibitor,KCNH2 3.1 inh,CXXC DNA block,MBNL1-CUG inh,KCNH2 WT inh,TRPV1 ag
Cc1ccccc1-c1nc(CN2CCC(C(=O)NCc3ccco3)CC2)c(C)o1,4,-2%,1%,-20%,2%,-14,0%,-4%,5,1
O=C(COC(=O)C1(c2ccccc2)CC1)NNC(=O)c1ccccc1F,·,4%,·,10%,3%,0,·,·,-6,0
Cc1ccc(C(=O)Nc2ccc(N3CCOCC3)c3nonc23)cc1[N+](=O)[O-],-2,-1%,4%,-15%,-6%,-3,3%,?,0,?
O=C(Cn1c2ccccc2c(=O)c2ccccc21)N/N=C/c1cc([N+](=O)[O-])ccc1N1CCCCCC1,1,6%,2%,11%,66%[activator],6,1%,-6%,6,-1
CCCc1nc2sc3ccccc3c(=O)c2c(=O)n1CCOC,0,5%,-3%,·,·,·,3%,-7%,·,-2
N#Cc1nnn2c1nc(N)c1c(F)cccc12,·,·,·,-20%,13%,5,·,·,1,·
NCCSC1CC(=O)N(Cc2ccc(F)cc2)C1=O (configuration not stated),3,-1%,4%,-1%,3%,3,?,-6%,3,1
CC(=O)N1c2ccc(S(=O)(=O)N3CCC(C(=O)N4CCN(c5ccccc5F)CC4)CC3)cc2CC1C (configuration not stated),·,5%,-3%,-60%[inhibitor],1%,5,-5%,-3%,-4,1
O=C(Nc1ccc(Cl)c(S(=O)(=O)N2CCOCC2)c1)c1ccccc1-c1ccc(C(F)(F)F)cc1,0,1%,-2%,-22%,-7%,-12,10%,-3%,1,26
O=C(NC(=S)NCCN1CCOCC1)c1ccccc1Br,2,0%,1%,-3%,0%,7,10%,-5%,-12,-1
CC(=O)c1sc(-c2ccc(F)cc2)cc1NS(=O)(=O)c1ccccc1,1,5%,-5%,21%,211%[activator],-11,2%,-1%,4,4
CC(=O)c1ccc(N2CCN(C(=O)C3CCN(S(=O)(=O)c4ccc5c(c4)CC(C)N5C(C)=O)CC3)CC2)cc1 (configuration not stated),6,1%,-1%,-20%,-1%,-17,2%,1%,7,-2
CC(OC(=O)CCc1nc2ccccc2c(=O)[nH]1)C(=O)NC1CCCC1 (configuration not stated),1,7%,0%,15%,2%,5,-1%,-10%,-18,-1
Cc1cccc(NC(=O)CN2CCN(C(=O)c3ccc(-c4nc5ccccc5s4)o3)CC2)c1C,·,4%,·,-16%,-13%,-12,·,·,7,-2
CCc1ccc(OCC(O)CN2CCN(c3ccccc3)CC2)cc1 (configuration not stated),3,-5%,2%,10%&-24%,-1%&-2%,-30&-30,8%,-10%,5&23,4
O=C(CN(c1ccc(F)cc1)S(=O)(=O)c1ccc2c(c1)OCCO2)NCC1CCCO1 (configuration not stated),3,7%,1%,12%,-2%,28,-1%,-6%,3,2
O=C(c1cc(-c2ccco2)on1)N1CCN(C(c2ccccc2)c2ccccc2)CC1,0,1%,0%,-6%,-11%,-18,3%,7%,-5,14
CN(C)/C=C1\SC(=S)N(c2ccc(F)cc2)C1=O,-1,1%,-1%,?,-6%,0,0%,?,-5,-4
Cc1cc(C(=O)COc2ccc3ccc(=O)oc3c2)c(C)n1Cc1cccs1,1,-4%,1%,-6%,236%[activator],2,13%,7%,-4,-5
Cc1ccc(/C=N/N2CCN(c3ccc(Cl)cc3)CC2)o1,1,-8%,1%,15%,-6%,-12,16%,3%,0,-2
Cc1ccc(CNC(=O)c2ccc(N3CCC4(CC3)CC(c3cccc(Br)c3)=NO4)c([N+](=O)[O-])c2)cc1,·,2%,·,2%,-7%,5,·,·,-4,5
O=C(O)C1C2C=CC(O2)C1C(=O)Nc1ccc(S(=O)(=O)N2CCc3ccccc32)cc1 (configuration not stated),18,4%,0%,-6%,10%,6,-5%,16%,-19,3
CC(C)C[C@H](NC(=O)c1nc[nH]c1C(=O)NC(c1ccccc1)c1ccccc1)C(=O)OC(C)(C)C,-13,0%,0%,-36%,-1%,-25,5%,-20%,-1,4
CCc1ccc(Oc2nnnn2-c2ccc(C(N)=O)cc2)cc1,1,2%,-1%,0%,3%,25,13%,0%,7,12
CCOC(=O)c1c(NC(=O)c2nn(CC)cc2Br)c(C#N)cn1-c1ccccc1,3,8%,-3%,0%,-10%,-18,6%,15%,-4,7
C=CCOc1ccc(C2NC(=O)c3ccccc3O2)cc1OCC (configuration not stated),1,8%,0%,-7%,-2%,-9,-11%,-6%,-3,-6
CCCS(=O)(=O)c1nc(S(=O)(=O)c2ccc(C)cc2)c(N2CCN(CCO)CC2)s1,·,-1%,-4%,?,5%,31,11%,2%,10,3
CCN(CC)C(=O)Cn1cc(C(=O)C(=O)N2CCc3ccccc32)c2ccccc21,0,-3%,1%,-21%,-2%,-3,3%,6%,-13,4
NC(=O)CSc1nnc(Cc2ccc3c(c2)OCO3)o1,1,0%,1%,?,6%,-3,1%,-4%,-9,-1
Cc1ccc(/C=C/C(=O)NCCc2cccc(Cl)c2)o1,-1,10%,3%,-24%,-4%,4,-5%,11%,-2,26
CCOC(=O)C1(Cc2ccc(OC)cc2)CCN(C(=O)CCN2CCCC2=O)CC1,-11,15%,3%,9%,3%,0,-5%,3%,0,5
COc1ccccc1N(CC(=O)NCCSCc1ccco1)S(=O)(=O)c1ccccc1,-1,1%,12%,12%,2%,-18,0%,-1%,-4,11
Cc1cccc(C(=O)N2CCCC(Nc3ccc(C(C)C)cc3)C2)n1 (configuration not stated),0,-2%,7%,7%,-1%,12,12%,-3%,-24,?
O=C(CCOc1ccccc1)Nc1ccc(Cl)c(S(=O)(=O)N2CCOCC2)c1,·,-2%,·,-34%,-1%,-2,·,·,7,5
O=C(CCNC(=O)c1ccccc1)NNC(=O)c1ccccc1Br,·,20%,·,-15%,1%,-12,·,·,-5,·
O=C(CNCC1CCCO1)NCc1ccco1 (configuration not stated),2,3%,0%,-147%[inhibitor],-1%,-1,-10%,-5%,3,3
Cc1[nH]c(C)c(S(=O)(=O)N2CCCCC2C)c1C(=O)N1CCCC1 (configuration not stated),·,-17%,-7%,-20%,2%,7,11%,-5%,2,3
Cc1nc(Nc2ccc3c(c2)OCCO3)c2nnn(Cc3ccccc3Cl)c2n1,-4,-3%,-1%,-9%,-1%,-7,-2%,-3%,-10,0
Cn1ccnc1C(=O)C1CCCN(Cc2cn[nH]c2-c2ccc(-c3ccccc3)cc2)C1 (configuration not stated),-2,-3%,-1%,-23%,-1%,?,4%,-14%,13,2
CCN(CC)S(=O)(=O)c1cccc(NC(=O)c2ccc(Br)cc2)c1,-3,-13%,-3%,-36%,-8%,24,2%,-3%,-2,16
O=C(NCC1CCCO1)c1cccc(S(=O)(=O)N2CCCCC2)c1 (configuration not stated),·,4%,·,17%,·,-2,·,·,-2,7
CC1Cc2cc(-c3csc(NC(=O)Cc4cccs4)n3)ccc2N1S(C)(=O)=O (configuration not stated),-3,-8%,2%,-19%,-20%,3,20%,-5%,7,1
O=C(c1ccc2c3c(cccc13)CC2)C1CCCN(Cc2ccc(OCCO)cc2)C1 (configuration not stated),-1,-5%,3%,-49%[inhibitor],-8%,?,-6%,?,9,25
O=C(Cn1ncc2c(=O)oc3ccccc3c21)NCC1COc2ccccc2O1 (configuration not stated),3,-6%,2%,-10%,1%,5,4%,3%,-5,-1
Cc1ccc(N(Cc2ccccc2)C(=O)c2cccc(S(=O)(=O)N3CCN(C)CC3)c2)cc1,·,-4%,·,-38%,-1%,-5,·,·,25,4
Cc1ccc(S(=O)(=O)N2CCOCC2)cc1C(=O)Nc1nc(-c2cccnc2)cs1,2,-1%,-2%,4%,-1%,10,11%,-5%,-2,-3
O=C(OCC(=O)N1CCOCC1)c1ccccc1O,1,3%,-1%,2%,0%,-3,3%,-2%,3,1
CCOc1ccc(-c2nnc(NC(=O)Cc3ccc(OC)cc3)o2)cc1,0,-2%,5%,5%,8%,-2,4%,7%,-10,10
CC(C)n1c2ccccc2c2nnc(SCC(=O)OCN3C(=O)c4ccccc4C3=O)nc21,0,2%,0%,12%,-2%,-24,0%,14%,2,12
